Screens: PubChem, several laboratories
CHRM4 PAM: CHRM4 positive allosteric modulation; P08173; CHO-K1 hM4/Gqi5, Fluo-8 calcium fluorescence, ACh EC20; 0% = ACh EC20, 100% = maximal ACh; activation, % at 3 µM; actives 0.4% (n = 360,000);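 active means activation above its plate's cutoff, the mean activation of sample wells plus 3 SD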; further: some results filed as inactive read as strong as hits
Target sequence (P08173 whole entry, looked up): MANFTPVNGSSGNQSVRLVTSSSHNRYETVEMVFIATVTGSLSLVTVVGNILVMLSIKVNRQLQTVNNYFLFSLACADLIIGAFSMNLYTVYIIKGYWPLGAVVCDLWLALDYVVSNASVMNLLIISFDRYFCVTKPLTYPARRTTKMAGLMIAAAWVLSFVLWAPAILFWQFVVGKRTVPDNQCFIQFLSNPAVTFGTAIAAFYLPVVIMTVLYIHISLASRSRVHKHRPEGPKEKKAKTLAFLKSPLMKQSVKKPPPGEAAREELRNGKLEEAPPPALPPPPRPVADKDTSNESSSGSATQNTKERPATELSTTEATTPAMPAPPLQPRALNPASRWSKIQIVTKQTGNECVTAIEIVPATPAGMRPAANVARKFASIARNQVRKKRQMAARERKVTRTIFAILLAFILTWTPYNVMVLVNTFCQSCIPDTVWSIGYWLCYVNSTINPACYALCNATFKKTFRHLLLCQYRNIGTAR
IDE inh: inhibitors of human insulin-degrading enzyme in cells | P14735 | HEK cells, FAbetaB cleavage, fluorescence polarization | inhibition, % at 5.59 µM | actives 0.41% (n = 320,000);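 active means percent inhibition above the average of all tested compounds plus 3 SD, set per screening campaign, cut at about 16% in these data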;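 further: IDE supplied by intact live HEK cells; FP after avidin binding of uncleaved biotin substrate so inhibition keeps polarization high; 0% = DMSO wells and 100% = 60 µM reference IDE inhibitor Ii1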
IDE cell activ: activators of human insulin-degrading enzyme in cells; HEK cells, FAbeta-B cleavage, fluorescence polarization; 0% vehicle, 100% cell-free pure enzyme wells; actives 0.073% (n = 340,000); AID 493087; P14735; activation, % at 5.96 µM;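 active means activation above the mean of all tested compounds plus 3 SD, set per screening campaign, cut at about 17% in these data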
PHOSPHO1 inh: inhibitors of human PHOSPHO1 phosphatase; recombinant PHOSPHO1, absorbance phosphatase assay; inhibition, % at 13.3 µM; actives 1.1% (n = 290,000); in the data active means inhibition above about 60%
Target sequence (Q8TCT1 whole entry, looked up): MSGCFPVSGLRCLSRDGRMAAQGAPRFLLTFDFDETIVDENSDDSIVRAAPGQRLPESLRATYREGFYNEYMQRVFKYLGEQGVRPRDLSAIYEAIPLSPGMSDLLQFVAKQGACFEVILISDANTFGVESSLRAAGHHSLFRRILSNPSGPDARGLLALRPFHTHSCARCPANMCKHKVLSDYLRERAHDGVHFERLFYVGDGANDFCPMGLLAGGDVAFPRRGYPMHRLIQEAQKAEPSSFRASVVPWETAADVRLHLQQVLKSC
pCIP destab: lowers stability of the mouse p/CIP coactivator protein | decrease of EGFP signal, % at 10 µM | Q05BA5 | actives 0.01% (n = 290,000) | F442A p/CIP-EGFP cells, EGFP fluorescence, 16 h | AID 1984;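 active means EGFP signal decrease of at least 30% at 10 µM or well 3 SD below plate mean, unless failing retest; inactive means the rest, including hits failing retest or dose response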; further: some compounds called inactive have numbers as strong as hits; many of its hits are not listed in these tables
CRFBP-R2 agonist: agonists of human CRF-binding protein/CRF-R2 receptor complex; HEK293 CRF-R2/CRF-BP, calcium dye fluorescence (FLIPR); percent of saturating CRF peptide response; activation, % at 13.2 µM; actives 0.46% (n = 350,000); AID 588473;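 active means activation of at least 50%, plus an integration ratio under a set limit after plate pattern correction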;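 further: plate controls were neutral control wells without compound for no effect and CRF at EC100 for full effect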
MEKK3 PB1 HTS: raises or lowers MEK5 binding to the human MEKK3 PB1 domain. AID 1529. binding response (% of control), % at 10 µM. actives 1.4% (n = 290,000). bead-based flow cytometry, Alexa488-MEK5 binding to MEKK3; actives lie on both sides; 0 = blocked by unlabeled MEK5, 100 = vehicle. Q99759;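 active means binding response more than 3 SD above or below the average of its plate-row segment, actives on both sides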;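 further: Alexa488 bead fluorescence after subtracting the streptavidin-only scavenger bead signal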
GalR3 antag: antagonists of human GalR3. O60755. HEK293 GalR3-CNG cAMP membrane potential fluorescence; galR3 body fused to GalR1 C-terminus. inhibition, % at 3 µM. actives 0.44% (n = 360,000). AID 651719;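 active means inhibition above the screen-wide average plus 3 SD, cut at about 13% in these data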;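 further: forskolin and galanin both at EC90 stimulate the cells; cAMP rise reported by CNG channel membrane potential dye signal; 0% = forskolin plus galanin with DMSO and 100% = forskolin alone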
Target sequence (O60755 1-299 limits assumed): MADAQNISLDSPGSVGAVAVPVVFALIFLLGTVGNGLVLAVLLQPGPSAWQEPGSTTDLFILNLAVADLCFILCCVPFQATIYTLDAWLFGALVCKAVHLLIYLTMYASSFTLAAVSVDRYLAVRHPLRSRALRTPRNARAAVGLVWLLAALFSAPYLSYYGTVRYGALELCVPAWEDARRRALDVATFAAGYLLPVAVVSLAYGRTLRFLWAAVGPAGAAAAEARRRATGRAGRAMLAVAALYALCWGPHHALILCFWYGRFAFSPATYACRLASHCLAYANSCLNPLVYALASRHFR
CRFBP-R2 block: CRF-BP/CRF-R2 complex antagonism | HEK293 CRF-R2/CRF-BP, CRF-induced calcium fluorescence | inhibition, % at 11.8 µM | actives 0.59% (n = 350,000) | AID 588475;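 active means inhibition of the ligand-induced calcium signal above about 50% at the single tested concentration, limit read from the data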
Starred values were filed as active, the others as inactive; x = no result given; [ ] = another dose, or the depositor's remark.

SMILES	CHRM4 PAM	IDE inh	IDE cell activ	PHOSPHO1 inh	pCIP destab	CRFBP-R2 agonist	MEKK3 PB1 HTS	GalR3 antag	CRFBP-R2 block
CCC(C)OC(=O)c1cc(C)nc2c(Br)cc(Br)cc12 (centres undefined)	2	-2	6	-3	1	-2.6	99	-3	-11
NS(=O)(=O)c1ccc(CCNC(=O)CCc2ccccc2)cc1	-1	1	x	x	x	0.9	x	-5	1
O=C(/C=C/c1ccc(OCCCF)cc1)NCc1cccc(Cl)c1	-1	-3	0	51	-12	1.6	108	-5	1
CC(=O)c1ccc2cc3c(cc2c1)OCO3	3	x	x	x	x	-1.8	x	-4	11
CNC(=O)/C(C#N)=c1\s/c(=C/C(=O)OC)c(=O)n1-c1ccccc1	2	1	1	-6	2	-1.0	107	-3	-12
CC1CCCCC1NC(=O)COC(=O)c1ccc2c(c1)OCCO2 (centres undefined)	-6	-1	-1	x	x	2.0	x	-2	-8
CN(C)c1cnn(-c2ccccc2)c(=O)c1Cl	-4	2	1	-7	-11	1.8	106	-3	-1
COc1ccc(CNC(=O)C2CCCN(S(=O)(=O)c3ccc(-n4cnnn4)cc3)C2)cc1 (centres undefined)	10	3	0	32	0	-2.0	101	-8	18
CC(=O)c1sc(N/N=C\c2ccc(N(C)C)cc2)nc1C	-9	10	-9	8	-26	6.5	102	-5	6
C/C(=N\NC(=O)c1cccc(Br)c1)c1ccccn1	4	-2	-1	48	-3	-1.1	101	-1	-13
Cn1c(=O)c2[nH]cnc2n(C)c1=O	8	6	1	-4	4	0.2	106	x	-5
O=c1c2c(nc(NCCO)n1CC1CCCCC1)-c1ccccc1CC21CCCC1	1	4	2	20	-8	0.4	89	-3	-30
Cc1ccc(S(=O)(=O)NC(=NCC(=O)O)c2ccc(F)cc2)cc1	-7	-2	-1	-7	-6	-0.6	94	-4	-3
N#C/C(=C\c1cccc([N+](=O)[O-])c1)C(=O)NCC1CCCO1 (centres undefined)	-2	-3	1	10	-15	0.2	104	-3	-5
CCOC(=O)c1cn(CC(=O)Nc2cccc(Cl)c2C)nn1	3	5	2	3	3	-2.0	104	-2	7
COc1ccc(Cl)cc1-n1c(C)cc(C(=O)O)c1C	5	1	2	7	-8	-6.6	103	1	-35
O=c1c2ccccc2[nH]c(=S)n1Cc1cccs1	-6	3	3	-9	1	0.3	99	-4	-16
C#CCSc1ncc(S(=O)(=O)c2ccccc2)c(=O)[nH]1	2	2	2	11	6	-0.4	108	6	4
COc1ccc(-n2cnnc2SCC(=O)Nc2cc(S(=O)(=O)N3CCCCC3)ccc2C)cc1	-5	0	1	-5	1	-0.3	105	2	-10
O=c1c2c3n(c(=S)nc2[nH]n1-c1ccccc1)CCCCC3	1	6	5	82*	-6	-2.0	97	-6	1
O=C(NCc1ccco1)/C(=C/c1cccnc1)NC(=O)c1ccco1	0	11	3	36	1	1.1	100	-8	-1
N#CCCN1CCN(S(=O)(=O)c2ccc(C#N)cc2)CC1	7	0	4	-3	8	-2.5	117	-1	13
S=C(NCc1ccco1)Nc1ccc(Cl)c(Cl)c1	-15	0	-2	72*	-5	8.8	94	-4	17
O=C(CN1C(=O)NC2(CCCCC2)C1=O)Nc1cc(C(F)(F)F)ccc1N1CCOCC1	4	x	-1	x	x	0.6	x	-5	-9
COc1ccccc1N1CCN(CCCNC(=O)Cn2ncc3c([nH]c4ccccc43)c2=O)CC1	5	-1	2	34	-2	2.4	105	-12	-7
O=S1(=O)CCC(NS(=O)(=O)/C=C/c2ccccc2)C1 (centres undefined)	3	-2	-5	7	-3	-1.6	101	-3	3
CCc1c(C(=O)NCc2ccc3c(c2)OCO3)[nH]c(C)c1C(C)=O	1	-1	3	27	-12	2.8	95	-4	12
CCN(CC(=O)NCc1ccc(Cl)cc1)C(=O)c1ccc2cc(OC)ccc2c1	-7	6	1	22	-3	0.8	101	-10	9
O=C(NCCSSCCNC(=O)c1ccccc1)c1ccccc1	-1	x	1	x	x	-4.6	x	-1	1
COC(=O)c1ccc(-n2c(C)cc(/C=N/Nc3nc(C)cc(=O)[nH]3)c2C)cc1	10	-5	0	0	-7	-3.8	102	10	18
O=C(CSc1nc(Cc2ccccc2)nc2ccccc12)Nc1nc2c(s1)CCCC2	-7	2	-3	-14	-3	0.1	105	-6	-2
CCc1nnc2c3cnn(-c4ccccc4)c3ncn12	2	0	1	-6	6	-1.9	101	-4	1
CSc1ccc(/C=C(\C#N)C(=O)NC2CCCCC2)cc1	-2	5	-1	-15	-9	-0.6	96	-1	-48
C=CCn1c(COc2ccc(CC)cc2)nnc1SCC(=O)N(C)C1CCS(=O)(=O)C1 (centres undefined)	0	2	1	54	-2	0.3	104	-3	-5
COc1cccc(C(=O)Nn2cnnc2)c1OC	7	-3	2	3	-1	-0.3	104	-3	1
Nc1cc(Cl)ccc1N1C(=O)CCC1=O	3	2	4	38	0	-0.9	76	-2	-4
COc1ccc(CNc2nc(SCc3cc(=O)n4cc(Cl)ccc4n3)nc3ccccc23)cc1	2	3	0	-9	12	1.2	95	3	-16
COc1cc(C)c2sc3ccccc3c(=O)c2c1NCCN(C)C	0	x	x	x	x	-0.8	x	-5	-8
O=C(CNC(=O)c1ccccc1)N/N=C/c1ccc([N+](=O)[O-])o1	1	1	1	-22	-1	0.2	101	-6	3
CCCCn1c(SCC2CCCO2)nc2cc(S(N)(=O)=O)ccc21 (centres undefined)	9	2	-2	36	6	-2.9	101	-1	-8

For reference, some entries already given.
SMILES	CHRM4 PAM	IDE inh	IDE cell activ	PHOSPHO1 inh	pCIP destab	CRFBP-R2 agonist	MEKK3 PB1 HTS	GalR3 antag	CRFBP-R2 block
CSc1ccc(/C=C(\C#N)C(=O)NC2CCCCC2)cc1	-2	5	-1	-15	-9	-0.6	96	-1	-48
C=CCn1c(COc2ccc(CC)cc2)nnc1SCC(=O)N(C)C1CCS(=O)(=O)C1 (centres undefined)	0	2	1	54	-2	0.3	104	-3	-5

Going on with the list.
SMILES	CHRM4 PAM	IDE inh	IDE cell activ	PHOSPHO1 inh	pCIP destab	CRFBP-R2 agonist	MEKK3 PB1 HTS	GalR3 antag	CRFBP-R2 block
CC(=O)c1cccc(NC(=O)C(C)OC(=O)CCC2CCCCC2)c1 (centres undefined)	1	-2	4	x	x	-0.1	x	-4	-8
Nc1ccc2nc(Cc3ccccc3)[nH]c2c1	-14	1	7	40	-4	-1.1	41*[inhibitor]	-2	-11
COc1cccc(Oc2ccc(N)cn2)c1	-5	-1	3	10	-26	-2.5	81	-1	3
COc1ccc(C(=O)CCC(=O)N2CCN(c3ccc(N4CCOCC4)nn3)CC2)cc1	6	1	0	13	0	-0.4	107	-2	1
COc1ccc(C(C)(C)C)cc1NC(=O)CCN1C(=O)NC(C)(C)C1=O	16	5	-1	x	x	0.8	x	-5	4
CCOC(=O)C(=O)Nc1ccc(F)cc1	14	2	4	13	3	5.7	90	-3	42
CC(=O)C1=C(O)C(=O)N(CCCn2ccnc2)C1c1ccc(C)cc1 (centres undefined)	4	-1	0	30	-5	-1.5	109	-4	0
COc1ccc(CCNC(=O)c2ccc(CS(=O)Cc3ccc(Cl)cc3)o2)cc1OC (centres undefined)	-2	-1	7	53	2	1.8	103	-6	-4
CCc1ccc2[nH]c(=O)c(CN(CCCN3CCOCC3)C(=O)Nc3ccccc3)cc2c1	-8	0	0	-16	-7	-0.6	93	1	4
CCOC(=O)c1c(C)[nH]c(/C(C)=N/O)c1C	5	1	4	33	9	-1.8	104	4	-14
COc1cc(/C=C/C(=O)NCc2cccnc2)cc(OC)c1OC	-2	1	7	-15	4	-0.3	93	-2	4
CCN1C(=O)N[C@@H](c2ccc(Br)cc2)C(C(C)=O)=C1C	4	1	6	x	x	-4.1	108	-5	11
C=CCn1c(CCc2ccc(OC(C)C)cc2)n[nH]c1=S	2	5	2	26	-21	-0.2	101	-1	-9
Nc1ccccc1-c1nnc(-c2ccc(-c3ccccc3)cc2)o1	13	3	3	-5	2	-0.8	x	-8	19
CCOc1ccccc1CNS(=O)(=O)c1cc(-c2cc(C)no2)ccc1C	-3	6	3	44	-18	0.2	96	-9	4
N#Cc1ccccc1OCCOCCNC1CCCC1	-2	2	2	-5	-4	1.1	96	-2	-10
C=C(C)CSc1nnc([C@@H]2CCCN2)o1	-23	-1	0	37	6	-0.1	100	-4	-4
O=C(c1c[nH]c(C(=O)N2CCN(Cc3ccccc3)CC2)c1)C1CCCCC1	-16	10	-8	45	-1	-3.8	103	-5	2
O=C(CN(C(=O)CCC(=O)Nc1ccccn1)c1ccc(F)cc1)NCc1ccc(F)cc1	7	-3	0	-4	-2	1.6	102	-8	-14
CCn1c(=N)n(CC(O)c2ccccc2)c2ccccc21 (centres undefined)	12	5	1	-17	-19	3.8	100	-6	39
O=C(NCCc1c[nH]c2ccccc12)/C(=C\c1cccnc1)NC(=O)c1cccs1	-5	4	7	-9	-15	-2.1	96	-5	8
O=C(NCC(O)c1ccccc1)Nc1cccs1 (centres undefined)	-1	-2	-1	20	-5	-0.9	108	-8	-4
NS(=O)(=O)c1cccc(NC(=O)CSc2nn(-c3ccccc3)c(=S)s2)c1	0	0	6	-10	-2	-3.6	97	-5	18
CCn1c(SCc2cc(=O)[nH]c3ccccc23)nc2c1c(=O)n(C)c(=O)n2C	2	3	-10	x	x	0.8	x	-4	-12
COc1ccc(N2CCN(CCNC(=O)Nc3cccc(C)c3C)CC2)cc1	8	-1	2	51	-8	-2.7	107	-9	18

Structures listed so far containing an aryl thioether with sulfur outside any ring (10):
SMILES	CHRM4 PAM	IDE inh	IDE cell activ	PHOSPHO1 inh	pCIP destab	CRFBP-R2 agonist	MEKK3 PB1 HTS	GalR3 antag	CRFBP-R2 block
C#CCSc1ncc(S(=O)(=O)c2ccccc2)c(=O)[nH]1	2	2	2	11	6	-0.4	108	6	4
COc1ccc(-n2cnnc2SCC(=O)Nc2cc(S(=O)(=O)N3CCCCC3)ccc2C)cc1	-5	0	1	-5	1	-0.3	105	2	-10
O=C(CSc1nc(Cc2ccccc2)nc2ccccc12)Nc1nc2c(s1)CCCC2	-7	2	-3	-14	-3	0.1	105	-6	-2
CSc1ccc(/C=C(\C#N)C(=O)NC2CCCCC2)cc1	-2	5	-1	-15	-9	-0.6	96	-1	-48
C=CCn1c(COc2ccc(CC)cc2)nnc1SCC(=O)N(C)C1CCS(=O)(=O)C1 (centres undefined)	0	2	1	54	-2	0.3	104	-3	-5
COc1ccc(CNc2nc(SCc3cc(=O)n4cc(Cl)ccc4n3)nc3ccccc23)cc1	2	3	0	-9	12	1.2	95	3	-16
CCCCn1c(SCC2CCCO2)nc2cc(S(N)(=O)=O)ccc21 (centres undefined)	9	2	-2	36	6	-2.9	101	-1	-8
C=C(C)CSc1nnc([C@@H]2CCCN2)o1	-23	-1	0	37	6	-0.1	100	-4	-4
NS(=O)(=O)c1cccc(NC(=O)CSc2nn(-c3ccccc3)c(=S)s2)c1	0	0	6	-10	-2	-3.6	97	-5	18
CCn1c(SCc2cc(=O)[nH]c3ccccc23)nc2c1c(=O)n(C)c(=O)n2C	2	3	-10	x	x	0.8	x	-4	-12
